NPR2 activator = GC-B (human) receptor activation | AID 1920062 | HEK293-GC-B cells, CNP EC30, cGMP TR-FRET; 0% at EC30 CNP, 100% saturating CNP | activation, % at 10 µM | actives 0.11% (n = 370,000);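 active = activation at 10 µM reaching about 35% in either raw or pattern-adjusted values, limit read from the data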
KLK7 zymogen act = proKLK7 (human) activation, primary screen. activation, % at 7 µM. purified proKLK7, EDANS-DABCYL substrate fluorescence; 100% is mature enzyme control, 0% vehicle. P49862. actives 0.9% (n = 370,000);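 active = activation above the mean of all tested compounds plus 3 SD, computed per campaign excluding outliers beyond control limits, cut at about 13% in these data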
Target sequence (P49862 whole entry, looked up): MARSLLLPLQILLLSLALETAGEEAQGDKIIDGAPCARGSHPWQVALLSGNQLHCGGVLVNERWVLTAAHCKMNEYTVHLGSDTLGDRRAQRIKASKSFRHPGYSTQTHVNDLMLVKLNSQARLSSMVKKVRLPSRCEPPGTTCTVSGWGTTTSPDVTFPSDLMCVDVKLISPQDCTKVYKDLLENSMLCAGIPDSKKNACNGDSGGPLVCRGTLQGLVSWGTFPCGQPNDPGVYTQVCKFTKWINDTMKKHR
ssDAF-12 act = activates DAF-12 receptor from parasite S. stercoralis | HEK293 ssDAF-12/GRIP1 lit1-tk-luc reporter, luminescence; % of 3 µM dafachronic acid response | actives 1% (n = 370,000) | AID 652126 | activation, % at 6.8 µM;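 active = activation above the mean over all tested compounds plus 3 SD, cut at about 0.9% in these data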;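 note: 0% = DMSO-only wells and 100% = 3 µM delta7-dafachronic acid wells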
GC-A act = GC-A (human) enzyme activation; P16066; HEK293 GC-A cells, cGMP TR-FRET, EC30 ANP; 0% at EC30 ANP, 100% saturating ANP; activation, % at 10 µM; actives 0.14% (n = 370,000); AID 1671463; in the data active = activation above about 40%
sPLA2-III inh = Inhibits HGIII-sPLA2 liposome hydrolysis, primary screen; QFRET BODIPY PC-A2 liposome hydrolysis, fluorescence; Q9NZ20; inhibition, % at 12.2 µM; actives 0.56% (n = 370,000);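 active = inhibition above mean plus 3 SD of compounds lying within the high and low control bounds, cut at about 19% in these data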;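 note: 0% = median of test compound wells and 100% = no enzyme DMSO wells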
Target sequence (Q9NZ20 whole entry, looked up): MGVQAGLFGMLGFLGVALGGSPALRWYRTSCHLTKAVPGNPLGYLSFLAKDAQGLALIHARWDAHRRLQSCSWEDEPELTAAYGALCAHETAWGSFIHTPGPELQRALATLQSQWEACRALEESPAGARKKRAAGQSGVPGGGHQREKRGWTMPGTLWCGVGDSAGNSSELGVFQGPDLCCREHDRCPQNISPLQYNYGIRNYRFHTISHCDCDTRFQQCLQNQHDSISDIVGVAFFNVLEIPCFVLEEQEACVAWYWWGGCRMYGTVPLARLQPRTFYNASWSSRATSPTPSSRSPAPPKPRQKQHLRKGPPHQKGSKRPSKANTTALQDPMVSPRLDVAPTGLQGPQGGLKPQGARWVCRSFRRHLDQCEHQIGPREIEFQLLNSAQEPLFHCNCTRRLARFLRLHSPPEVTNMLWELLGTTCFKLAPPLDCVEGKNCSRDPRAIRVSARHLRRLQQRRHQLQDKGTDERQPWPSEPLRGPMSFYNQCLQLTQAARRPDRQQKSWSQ
hgDAF12 agonist = hgDAF-12 agonism, primary luciferase screen | HEK293 GAL4-hgDAF12 UAS-luciferase reporter, agonist luminescence; normalized to butyrate control | activation, % at 6.8 µM | actives 1.8% (n = 370,000) | AID 687014;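 active = activation above a cutoff set at the mean of all screened compounds plus 3 SD, cut at about 10% in these data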;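 note: 0% = DMSO wells and 100% = sodium butyrate wells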
hcDAF12 agonist = activators of H. contortus DAF-12 nuclear receptor; actives 1.4% (n = 370,000); HEK293 hcDAF-12 lit1-tk-luc reporter, luminescence; 0% DMSO, 100% Δ7-dafachronic acid; AID 652067; activation, % at 6.8 µM;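 active = activation above the mean of all tested compounds plus 3 SD, cut at about 5.5% in these data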;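 note: 100% = response to 3 µM Δ7-dafachronic acid high control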
DAX1 inh-1 = blocks DAX1 repression of SF-1 activated StAR promoter; HEK293T StAR-luciferase reporter, SF-1/DAX-1 repression relief; inhibition, % at 6.8 µM; actives 1.1% (n = 370,000); AID 652010;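 active = inhibition above the mean over all tested compounds plus 3 SD, cut at about 3.6% in these data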;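 note: 0% = DAX-1 cells with DMSO and 100% = cells lacking DAX-1 with DMSO; higher inhibition means more luminescence from relief of DAX-1 repression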
SMARCA2 act = increases SMARCA2 function in MMTV reporter cells | MG213 cells, MMTV-luciferase reporter, dexamethasone, overnight | activation, % at 9.1 µM | actives 1% (n = 370,000) | AID 652017; in the data active = activation above about 7.8%;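 note: 0% = vehicle wells and 100% = reference activator wells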
FXN GAA850 act = activators of GAA850 frataxin (FXN) promoter | HEK293 lucGAA850 FXN promoter luciferase reporter, 24 h; percent of 10 µM SAHA response | activation, % at 6 µM | actives 0.56% (n = 360,000) | AID 540364;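 active = activation above the average of all compounds screened plus 3 SD, cutoff fixed separately per campaign, cut at about 7.5% in these data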;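 note: 0% = DMSO wells and 100% = 10 µM SAHA wells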
DAX1 inh-2 = NR0B1 (DAX1) inhibition; P51843; inhibition, % at 6.75 µM; HEK293 Gal4-DAX1 luciferase reporter, luminescence; actives 0.99% (n = 340,000); AID 504766;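 active = inhibition above the mean over all tested compounds plus 3 SD, cut at about 4.2% in these data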;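 note: 0% = DAX1-transfected cells with DMSO and 100% = empty-vector control cells with DMSO; inhibition shows as a rise in luminescence from relieved DAX1 repression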
Target sequence (P51843 207-470 limits assumed): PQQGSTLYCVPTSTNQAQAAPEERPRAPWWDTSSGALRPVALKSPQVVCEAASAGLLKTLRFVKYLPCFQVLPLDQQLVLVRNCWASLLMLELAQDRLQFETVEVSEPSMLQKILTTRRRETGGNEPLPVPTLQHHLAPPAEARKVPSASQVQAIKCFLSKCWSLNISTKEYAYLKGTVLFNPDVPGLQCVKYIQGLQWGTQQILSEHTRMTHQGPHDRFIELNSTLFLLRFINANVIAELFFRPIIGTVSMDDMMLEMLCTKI
An asterisk follows results filed as active; . = no result given.

SMILES	NPR2 activator	KLK7 zymogen act	ssDAF-12 act	GC-A act	sPLA2-III inh	hgDAF12 agonist	hcDAF12 agonist	DAX1 inh-1	SMARCA2 act	FXN GAA850 act	DAX1 inh-2
O=C(c1cc(-c2ccco2)on1)N1CCCc2ccccc21	-6	0.5	-1.0	-2	7	0.3	3.2	0.5	-1	5.1	4.1
O=C(Nc1ccccc1N1CCN(c2ccccc2)CC1)C1CCCCC1	-1	0.6	-1.1	3	-4	0.5	-0.8	0.8	-3	0.3	-0.3
CCCc1c(C(=O)N/N=C/c2ccccc2OCc2ccc(F)cc2)nnn1-c1nonc1N	-8	0.8	-1.2	2	9	1.1	-0.6	0.6	-3	1.4	0.5
CCOc1cc2[nH]c(=S)n(CCCCC(=O)NCc3ccco3)c(=O)c2cc1OCC	-8	0.7	-0.5	7	10	2.8	-0.3	0.1	-2	-0.7	1.1
COC(=O)c1cc(S(=O)(=O)N2CCC(C(N)=O)CC2)oc1C	4	-0.5	-0.6	3	11	-3.1	-2.1	-0.4	1	1.1	-1.3
CC(C)CN(C(=O)Cn1ccccc1=O)C1CCS(=O)(=O)C1 (configuration not stated)	1	-0.2	-1.7	-1	12	-0.5	0.3	0.6	-3	0.0	0.1
Cc1ccc2oc(=O)n(CC(=O)c3ccc(F)cc3)c2c1	2	0.7	-1.1	2	-31	-0.8	-1.1	0.4	-2	1.4	0.6
CCCN1CCN(C(=O)Nc2ccc(OCC)cc2)CC1	1	0.1	-0.1	5	5	-0.9	0.5	0.6	0	1.9	0.2
O=C(O)C(c1ccccc1)C1(O)CCCCC1 (configuration not stated)	5	0.0	-1.1	-1	11	-1.6	-1.2	-0.3	-1	-0.4	-0.4
COc1ccccc1N1CCN(S(=O)(=O)c2cc(-c3cc(C)no3)ccc2C(C)C)CC1	9	0.7	-0.6	-1	-5	1.0	0.1	0.1	-1	0.4	0.0

Only NPR2 activator and FXN GAA850 act, for three of the compounds above:
SMILES	NPR2 activator	FXN GAA850 act
O=C(c1cc(-c2ccco2)on1)N1CCCc2ccccc21	-6	5.1
O=C(Nc1ccccc1N1CCN(c2ccccc2)CC1)C1CCCCC1	-1	0.3
CCCc1c(C(=O)N/N=C/c2ccccc2OCc2ccc(F)cc2)nnn1-c1nonc1N	-8	1.4

Additional compounds:
SMILES	NPR2 activator	KLK7 zymogen act	ssDAF-12 act	GC-A act	sPLA2-III inh	hgDAF12 agonist	hcDAF12 agonist	DAX1 inh-1	SMARCA2 act	FXN GAA850 act	DAX1 inh-2
Cc1ccc(C)c(NC(=S)NC23CN4CN(CN(C4)C2)C3)c1	4	0.3	-1.5	2	7	-3.3	0.0	-0.2	0	-1.6	1.9
Clc1ccc(-c2cnc3n2CCC3)cc1	-5	-1.6	0.0	-1	1	1.0	0.4	0.4	3	2.9	1.0
CC(=O)c1ccc(S(=O)(=O)Nc2ccc(-c3ccc4nnc(C)n4n3)cc2)cc1	3	-0.2	-1.4	7	-4	-3.5	-0.3	-0.1	-1	1.2	1.1
Cc1cc(C)c2c(N)c3ccccc3nc2n1	14	16*	4.0*	23	9	11*	18*	1.9	19*	-4.0	-0.9
O=C(Nc1cc(C(=O)N2CCCC2)ccc1N1CCCC1)c1ccccc1	7	0.2	-0.9	2	-4	0.1	-0.9	-0.6	-2	-3.9	0.1
CC(C)(C)n1c(O)c2ccc(C(=O)N=NC(=O)c3ccccc3)cc2c1O	-4	0.0	-0.2	-2	-17	0.5	0.3	-1.6	-1	0.8	-0.1
COC(=O)C1CCN(S(=O)(=O)CCNC(=O)c2ccc3c(c2)OCO3)CC1	1	0.3	-0.7	2	7	-2.3	-1.1	3.2	-1	-1.0	-1.1
CCC(C)Nc1nc2c(c(=O)n(C)c(=O)n2C)n1Cc1ccc(F)cc1 (configuration not stated)	34	-0.8	-1.5	30	8	-0.9	-2.2	-0.8	3	-1.0	-1.2
COc1cc(C(=O)NCC(=O)OCCN2C(=O)c3ccccc3C2=O)cc(OC)c1OC	1	0.2	-1.0	-3	0	-0.4	-0.8	-0.3	-3	-0.5	0.0
CCSC1=C(C#N)C(c2cccc(O)c2)CC(=O)N1 (configuration not stated)	7	-0.1	-0.9	-1	-2	3.2	-1.5	0.3	-1	0.2	-0.1
Cc1ccc(SC[C@H](CC(C)C)N2CCN(C)CCC2=O)cc1	-2	0.3	-0.1	1	-6	6.4	3.4	1.2	7	2.6	0.7
CCOc1ccc(NC(=O)C2CCN(c3nnnn3-c3ccccc3)CC2)cc1	-5	0.2	-1.5	-2	-5	-0.2	-3.4	-0.2	-3	-0.7	-1.0
Cc1ccc(C)c(NC(=O)CN(C)C(=O)CN2C(=O)NC3(CCc4ccccc43)C2=O)c1 (configuration not stated)	0	-0.1	-1.2	2	9	-0.9	0.1	-0.8	-2	1.6	1.5
CCC(C)[C@H](NC(=O)N1CCn2c1nc1ccccc12)C(=O)NCCc1ccccc1 (some centres not stated)	1	-0.2	-1.0	0	-11	0.2	-1.1	-0.1	-1	-0.9	-0.6
CCCN1CCC(N(C)CCc2ccc(OC)c(OC)c2)CC1	4	-0.6	-0.5	-5	4	-0.4	-0.1	-0.1	-2	0.1	-0.2
Cc1ccc(C(=O)NCCc2nnc3ccc(NCc4ccc5c(c4)OCO5)nn23)cc1	-7	-0.1	-0.6	-3	-2	-0.5	-0.8	0.0	6	-0.9	-0.6
O=C1CCCN1CC(O)CS(=O)(=O)Cc1ccc(Cl)cc1Cl (configuration not stated)	-2	-0.7	-1.2	2	13	-1.9	-1.3	0.3	0	0.6	0.7
CCOC(=O)C1(C)CCN1C(=O)c1cc(OC)ccc1Br (configuration not stated)	3	0.1	-1.0	-1	-5	-1.8	-0.5	-1.8	-1	-0.8	.
Cc1nnc(SCC(=O)Nc2ccc3c(c2)COC3=O)n1-c1ccccc1	-4	0.2	-1.4	3	0	2.0	-1.0	-1.1	0	-0.6	1.4
Cc1cccc(C(=O)Nc2ccc(NC(=O)c3cccc(C)c3)cc2)c1	-1	-0.1	-1.9	3	2	-0.3	0.6	-0.9	-2	0.0	-1.3
COc1cc(C(=O)Nc2ccc(S(=O)(=O)N3CCCCC3C)cc2)cc(OC)c1OC (configuration not stated)	17	0.0	-0.8	15	-30	0.3	-1.8	-1.2	-4	-2.7	-0.9
CCCn1nc(C(=O)NNC(=O)Cc2ccc(S(=O)(=O)N3CCOCC3)s2)c2ccccc2c1=O	-9	0.5	-1.0	-2	-26	-1.6	1.3	-0.3	-2	0.8	-1.3
O=C1C2C3C=CC(C4CC34)C2C(=O)N1/N=C/c1ccc(-c2ccc([N+](=O)[O-])cc2)o1 (configuration not stated)	0	0.1	-0.9	0	1	4.0	0.1	0.0	1	2.2	-0.6
COc1nc(-c2ccccc2)ncc1S(=O)(=O)c1ccccc1	-2	-0.5	-1.9	-4	-1	-1.5	-0.8	0.1	-1	2.4	0.2
O=C(NC(Cc1ccccc1)C(=O)O)c1cccnc1Cl (configuration not stated)	-1	-0.3	-0.9	6	6	1.7	-1.0	0.4	0	1.5	-0.1
CN(C)C(=O)N1CCN(S(=O)(=O)c2ccc3ccccc3c2)CC1	-4	0.3	-0.9	-17	-3	0.3	-0.5	-0.8	-2	1.5	-1.4
C=CCn1c(SC(C)C(=O)Nc2ccc(F)c(F)c2F)nnc1C1CC1 (configuration not stated)	-2	0.5	-1.3	1	1	1.1	-2.6	0.6	-3	2.8	-1.3
O=C(NCCN1CCC(Cc2ccccc2)CC1)C1CCCN(S(=O)(=O)c2ccc([N+](=O)[O-])cc2)C1 (configuration not stated)	-5	0.6	-1.6	-3	2	-3.7	-2.6	-2.6	-6	.	.
Cn1cc(CCC(=O)N2CCCC(C(=O)c3cccc4ccccc34)C2)cn1 (configuration not stated)	4	0.2	-1.8	-1	-3	-1.0	-1.2	0.0	1	4.8	-0.4
CC(=O)Nc1cccc(N/C(N)=N/c2nc(C)cc(C)n2)c1	-1	-0.4	-1.1	0	1	4.8	-1.2	0.4	-2	2.2	-1.3
O=C(OCC(=O)N1CCN(S(=O)(=O)c2ccc(Cl)cc2)CC1)C1CC1	-2	0.8	-0.4	1	15	-0.3	0.1	-0.4	-2	-0.1	0.4
O=C(COC(=O)/C=C/c1cccc(F)c1)Nc1ncccn1	-4	-0.3	-1.3	4	9	0.6	0.3	0.2	-5	1.0	-1.6
Cc1occc1C(=O)Nc1ccccc1C#N	1	0.4	-1.1	-1	4	2.8	-1.4	0.1	-1	2.2	0.2
CCC(Oc1ccc(C)cc1)C(=O)Nc1ccccc1C(=O)N1CCOCC1 (configuration not stated)	-2	0.0	-1.1	0	2	-0.5	-1.8	-0.7	-1	-1.7	-0.8
Cc1cc(C)c[n+](-c2nc3ccccc3nc2[N-]S(=O)(=O)c2cccs2)c1	4	-0.7	-1.8	2	-3	0.7	0.5	0.4	1	-0.5	-0.7
CC(=O)Nc1ccc(OCC(=O)NCCc2ccccc2)cc1	4	0.7	-1.2	5	5	2.8	-0.5	-0.1	0	0.0	0.8
CCc1ccc(NC(=O)C2=CC(c3ccc(OC)cc3)=NS(=O)(=O)N2C)cc1	-1	-1.8	-1.0	2	-3	1.1	-1.7	-2.0	1	-1.0	-0.6
COc1ccc(CC(=O)OCC(=O)Nc2cccnc2Cl)cc1OC	5	0.2	-1.1	2	2	2.2	0.4	-0.5	1	-0.9	0.7
NS(=O)(=O)c1cccc(NC(=O)CSc2nc3ccccc3n2-c2ccccc2)c1	-5	0.0	-1.6	3	-29	-4.3	-2.6	0.6	1	-2.6	-1.6
CSc1cccc(NC(=O)/C=C/c2ccccc2)c1	-1	-0.5	-0.2	0	-18	10.0	0.8	1.1	1	0.7	0.8
O=C1CCCC(=O)C1C(c1ccc(Cl)cc1)C1C(=O)CCCC1=O	-4	-0.1	-1.2	-12	8	6.4	-0.5	1.9	0	-0.4	1.4
Nc1ncnc(N)c1NC(=O)c1ccccc1	6	0.6	-1.0	1	2	-0.1	3.3	1.0	-6	.	.
CSc1sccc1/C=N/O	-6	0.0	-1.9	9	4	1.6	0.6	0.4	4	-0.7	2.2
Cc1ccc(NS(=O)(=O)c2ccc(Cl)c(C(=O)Nc3ccccc3-c3nc4ccccc4[nH]3)c2)cc1C	-2	-83	-1.5	-3	-44	2.1	-2.4	-2.1	-2	-3.4	-2.3
O=C(Oc1c(Cl)cc(Cl)c2cccnc12)N1CCOCC1	1	-0.4	-0.9	8	-1	1.8	0.7	0.8	-1	0.4	0.7
CCNc1nc(C)nc2c1oc1ccccc12	1	-0.1	-1.5	4	0	-0.2	-2.3	0.1	1	0.0	-1.0
Cc1cc(NC(=O)C2=C(O)c3ccccc3S(=O)(=O)N2C)no1	2	0.4	-1.5	1	-2	-0.2	1.0	-1.1	-3	1.2	1.1
Cc1c(Cl)cccc1NC(=O)CCN1CCC(C(N)=O)CC1	0	-0.2	-0.7	3	16	2.0	0.6	1.0	0	1.2	0.7
